NOD2-RIPK2 inh: blocks binding of human NOD2 to RIPK2; AID 624267; inhibition, % at 4.98 µM; O43353; CHO BLA complementation NOD2-RIPK2, CCF4 ratio; hit rate 0.38% among 360,000; in the data active means inhibition above about 21%;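 further: 0% = vehicle only and 100% = reference blocker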
ABHD5 PLIN5 PPI: ABHD5-PLIN5 protein interaction inhibition; Q00G26+Q8WTS1; Split G. princeps luciferase complementation, luminescence, 4 h; inhibition, % at 4 µM; hit rate 0.78% among 360,000;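 active means inhibition above the mean inhibition across every tested compound plus 3 SD, cut at about 22% in these data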;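 further: 0% = DMSO only wells and the 100% control is not disclosed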
MC4R antag cAMP: antagonists of human melanocortin 4 receptor (MC4R). MC4R-expressing cells, MTII-stimulated cAMP, LANCE TR-FRET. hit rate 0.48% among 360,000. P32245. inhibition, % at 6.5 µM;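 active means inhibition above its plate's cutoff, the mean of tested wells on that plate plus 3 SD, cut at about 29% in these data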;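 further: 0% = Melanotan II alone and 100% = Melanotan II plus saturating MCL0020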
Target sequence (P32245 whole entry, looked up): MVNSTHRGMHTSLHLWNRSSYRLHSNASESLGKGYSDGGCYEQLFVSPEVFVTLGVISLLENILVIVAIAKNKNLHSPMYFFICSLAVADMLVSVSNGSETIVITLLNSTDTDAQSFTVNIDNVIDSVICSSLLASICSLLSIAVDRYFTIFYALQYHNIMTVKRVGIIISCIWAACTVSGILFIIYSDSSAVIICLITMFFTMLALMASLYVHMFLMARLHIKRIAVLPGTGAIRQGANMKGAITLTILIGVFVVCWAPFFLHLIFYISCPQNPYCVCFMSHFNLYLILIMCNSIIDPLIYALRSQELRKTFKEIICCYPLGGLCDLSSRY
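material = U2OS cells stably expressing human melanocortin 4 receptor (MC4R) | also added = Melanotan II challenge | dosing = single nominal compound dose of 6.5 µM | detection = TR-FRET with Eu-cAMP and labeled anti-cAMP, 671 nm | replication = singlicate | timing = compound 30 min, challenge 1 h, detection 1 h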
LMP1 NFkB inh: reduces LMP1-driven NF-kappaB luciferase signal; hit rate 0.69% among 350,000; inhibition, % at 12.5 µM; LMP1-induced NF-kappaB luciferase reporter cells, luminescence; AID 504558; in the data active means inhibition above about 41%;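 further: 0% = neutral control wells and 100% = reference inhibitor control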
TLR9-MyD88 inh: inhibitors of human TLR9-MyD88 binding; CHO BLA complementation TLR9-MyD88, CCF4 FRET ratio; Q9NR96+Q99836; hit rate 0.21% among 340,000; inhibition, % at 4.98 µM; AID 504734;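 active means inhibition above the mean over all tested compounds plus 3 SD, cut at about 21% in these data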;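 further: 0% = DMSO only wells and 100% = clavulanate BLA inhibitor control wells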
MC4R ag barr: activates human MC4R beta-arrestin recruitment; U2OS MC4R beta-arrestin complementation, luminescence; percent of melanotan II response, DMSO zero; hit rate 0.98% among 360,000; activation, % at 8.9 µM; P32245;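 active means activation above a per-plate cutoff, the mean activation of sample wells on that plate plus 3 SD, cut at about 8% in these data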
NCOA2 inhibitor: inhibits human steroid receptor coactivator 2. inhibition, % at 9 µM. AID 651957. HEK293 GAL4-SRC2 luciferase reporter, luminescence. hit rate 0.17% among 370,000. Q15596;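 active means inhibition above the mean inhibition of all tested compounds plus 3 SD, set per campaign, cut at about 52% in these data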;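 further: 0% = DMSO treated cells and 100% = cells given Gossypol at 36 µM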
NCOA3 inh: inhibitors of human steroid receptor coactivator 3 (SRC3) | HEK293 GAL4-SRC3 luciferase reporter, luminescence | inhibition, % at 3.6 µM | hit rate 0.17% among 360,000 | AID 588352;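 active means inhibition above a per-campaign cutoff, the mean of all compounds plus 3 SD, cut at about 60% in these data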;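 further: 0% = DMSO-treated cells and 100% = gossypol-treated cells at 36 µM; higher means less SRC3-driven luciferase light from the GAL4 reporter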
NR5A2 inv ag: suppresses constitutive activity of human LRH-1; O00482; HEK293T StAR-luciferase reporter, LRH-1 transfected, 24 h; inhibition, % at 3.6 µM; hit rate 0.13% among 360,000; AID 602396;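 active means inhibition above the mean inhibition of all tested compounds plus 3 SD, cut at about 73% in these data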;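 further: 0% = DMSO wells and 100% = reporter-only cells lacking LRH-1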
Target sequence (O00482 whole entry, looked up): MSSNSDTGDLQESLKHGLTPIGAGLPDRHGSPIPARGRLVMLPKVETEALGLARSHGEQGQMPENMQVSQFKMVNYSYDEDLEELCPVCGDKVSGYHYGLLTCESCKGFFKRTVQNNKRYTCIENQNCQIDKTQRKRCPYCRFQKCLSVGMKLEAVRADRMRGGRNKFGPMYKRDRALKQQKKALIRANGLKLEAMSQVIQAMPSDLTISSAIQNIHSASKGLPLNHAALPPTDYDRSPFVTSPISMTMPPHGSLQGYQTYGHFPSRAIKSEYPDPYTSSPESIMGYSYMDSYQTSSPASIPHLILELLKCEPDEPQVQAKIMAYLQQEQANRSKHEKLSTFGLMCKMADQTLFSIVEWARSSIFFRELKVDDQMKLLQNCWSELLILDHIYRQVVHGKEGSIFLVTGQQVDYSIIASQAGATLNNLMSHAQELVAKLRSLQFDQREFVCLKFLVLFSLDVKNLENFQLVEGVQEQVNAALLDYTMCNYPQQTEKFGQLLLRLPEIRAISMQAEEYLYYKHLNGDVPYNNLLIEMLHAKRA
NCOA1 inh: human NCOA1 inhibition; Q15788; HEK293 GAL4-SRC1 luciferase reporter, luminescence; inhibition, % at 3.6 µM; hit rate 0.12% among 360,000; AID 588354;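 active means inhibition above the campaign mean plus 3 SD, with each screening campaign given its own cutoff, cut at about 60% in these data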;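 further: 0% = DMSO treated cells and 100% = gossypol at 36 µM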
COUP-TFII inh: NR2F2 (human) inhibition, primary screen; HEK293T NGFI-A luciferase reporter, luminescence; hit rate 0.7% among 370,000; inhibition, % at 8.6 µM;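 active means inhibition above a per-plate cutoff, mean inhibition of test wells between control levels plus 3 SD, cut at about 38% in these data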;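 further: cells cotransfected with COUP-TFII expression vector driving the NGFI-A reporter; 0% = median of COUP-TF2 test wells and 100% = reporter-only cells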
Starred values were filed as active, the others as inactive.

NC(=O)C1CCN(C(=O)CCNS(=O)(=O)c2ccccc2F)CC1 was read as NOD2-RIPK2 inh -11, ABHD5 PLIN5 PPI -3, MC4R antag cAMP 2, LMP1 NFkB inh 0, TLR9-MyD88 inh 3, MC4R ag barr -1.4, NCOA2 inhibitor -8, NCOA3 inh 18, NR5A2 inv ag 15, NCOA1 inh -29 and COUP-TFII inh -25.
`Cn1c(=O)[nH]c2nnc(-c3ccc(Cl)c(Cl)c3)nc2c1=O` gave NOD2-RIPK2 inh 4, ABHD5 PLIN5 PPI -1, MC4R antag cAMP 4, LMP1 NFkB inh 12, TLR9-MyD88 inh 1, MC4R ag barr -0.5, NCOA2 inhibitor -17, NCOA3 inh -32, NR5A2 inv ag -66, NCOA1 inh -62 and COUP-TFII inh -23.
`COc1ccc(CC(=O)Nc2ccccc2NC(=O)Cc2ccc(OC)cc2)cc1` gave NOD2-RIPK2 inh 4, ABHD5 PLIN5 PPI 2, MC4R antag cAMP 9, LMP1 NFkB inh -1, TLR9-MyD88 inh 7, MC4R ag barr -0.4, NCOA2 inhibitor -12, NCOA3 inh -11, NR5A2 inv ag 18, NCOA1 inh 5 and COUP-TFII inh 12.
`CC(C)(C)NC(=O)CCN(/N=C/c1ccccc1F)C1=NS(=O)(=O)c2ccccc21` gave NOD2-RIPK2 inh -5, ABHD5 PLIN5 PPI 2, MC4R antag cAMP 15, LMP1 NFkB inh -5, TLR9-MyD88 inh -3, MC4R ag barr -0.2, NCOA2 inhibitor 14, NCOA3 inh -10, NR5A2 inv ag -4, NCOA1 inh -14 and COUP-TFII inh -18.
For COc1ccccc1N1CCN(Cc2cc(=O)c(OCC(=O)Nc3ccccc3)co2)CC1 the results were NOD2-RIPK2 inh 1, ABHD5 PLIN5 PPI 19, MC4R antag cAMP 4, LMP1 NFkB inh -3, TLR9-MyD88 inh 0, MC4R ag barr 1.9, NCOA2 inhibitor 21, NCOA3 inh -16, NR5A2 inv ag -3, NCOA1 inh 9 and COUP-TFII inh -15.
Cc1ccc(C(=O)C2CCN(CC(=O)N3CCN(c4ccc(F)cc4)CC3)CC2)cc1 was read as NOD2-RIPK2 inh -1, ABHD5 PLIN5 PPI 6, MC4R antag cAMP -3, LMP1 NFkB inh 6, TLR9-MyD88 inh -5, MC4R ag barr -3.3, NCOA2 inhibitor 12, NCOA3 inh 2, NR5A2 inv ag -5, NCOA1 inh -6 and COUP-TFII inh 3.
For Cc1ccc(NC(=O)CNc2cccc(Br)c2)cc1S(=O)(=O)N1CCOCC1 the results were NOD2-RIPK2 inh -1, ABHD5 PLIN5 PPI 3, MC4R antag cAMP 12, LMP1 NFkB inh 15, TLR9-MyD88 inh 0, MC4R ag barr -0.5, NCOA2 inhibitor 12, NCOA3 inh 5, NR5A2 inv ag -4, NCOA1 inh 5 and COUP-TFII inh -6.
`COc1ccccc1NC(=O)N1CCN(c2ccc3nncn3n2)CC1` gave NOD2-RIPK2 inh -22, ABHD5 PLIN5 PPI -6, MC4R antag cAMP 1, LMP1 NFkB inh 7, TLR9-MyD88 inh -2, MC4R ag barr -1.4, NCOA2 inhibitor -5, NCOA3 inh 14, NR5A2 inv ag -4, NCOA1 inh -9 and COUP-TFII inh 13.
For CCCCCCN1C[C@@H](n2cc(C3CC3)nn2)[C@H](O)C[C@@H]1c1ccc(Cl)cc1 the results were NOD2-RIPK2 inh 3, ABHD5 PLIN5 PPI -9, MC4R antag cAMP 5, LMP1 NFkB inh 0, TLR9-MyD88 inh -10, MC4R ag barr 5.6, NCOA2 inhibitor 9, NCOA3 inh -11, NR5A2 inv ag -6, NCOA1 inh 4 and COUP-TFII inh -4.
Cc1ccc(-c2[nH]c3ccccc3c2SCCNC(=O)c2cc3ccccc3oc2=O)cc1 was read as NOD2-RIPK2 inh -1, ABHD5 PLIN5 PPI -2, MC4R antag cAMP 14, LMP1 NFkB inh 3, TLR9-MyD88 inh 5, MC4R ag barr 0.5, NCOA2 inhibitor -12, NCOA3 inh -8, NR5A2 inv ag 9, NCOA1 inh -3 and COUP-TFII inh 20.
For CCOC(=O)N1CCC(N(CCOC)C(=S)Nc2cccc(SC)c2)CC1 the results were NOD2-RIPK2 inh -7, ABHD5 PLIN5 PPI -2, MC4R antag cAMP 1, LMP1 NFkB inh 2, TLR9-MyD88 inh 7, MC4R ag barr -1.9, NCOA2 inhibitor -24, NCOA3 inh 19, NR5A2 inv ag 17, NCOA1 inh 11 and COUP-TFII inh 8.
Screening S=C(NCc1ccccn1)Nc1ccc(Cl)c(Cl)c1 returned NOD2-RIPK2 inh -7, ABHD5 PLIN5 PPI -17, MC4R antag cAMP 8, LMP1 NFkB inh -9, TLR9-MyD88 inh 0, MC4R ag barr -0.4, NCOA2 inhibitor -16, NCOA3 inh -12, NR5A2 inv ag 1, NCOA1 inh -12 and COUP-TFII inh 3.
Screening O=[N+]([O-])c1ccccc1NCCNS(=O)(=O)c1ccc(Cl)cc1 returned NOD2-RIPK2 inh 3, ABHD5 PLIN5 PPI 0, MC4R antag cAMP 14, LMP1 NFkB inh -6, TLR9-MyD88 inh -4, MC4R ag barr 1.0, NCOA2 inhibitor -15, NCOA3 inh -18, NR5A2 inv ag -9, NCOA1 inh -4 and COUP-TFII inh 17.
O=C(CSc1nc2c(c(=O)n1-c1ccc(F)cc1)SCC2)NCC1CCCO1 (configuration not stated) was read as NOD2-RIPK2 inh -14, ABHD5 PLIN5 PPI -4, MC4R antag cAMP 11, LMP1 NFkB inh 1, TLR9-MyD88 inh -4, MC4R ag barr 2.0, NCOA2 inhibitor -31, NCOA3 inh 10, NR5A2 inv ag 0, NCOA1 inh -8 and COUP-TFII inh -7.
COc1cccc(CN(C)C(=O)CNC(=O)c2ccc(-c3ccccc3)cc2)c1OC was read as NOD2-RIPK2 inh -8, ABHD5 PLIN5 PPI 14, MC4R antag cAMP 11, LMP1 NFkB inh 23, TLR9-MyD88 inh 4, MC4R ag barr 0.4, NCOA2 inhibitor 24, NCOA3 inh 3, NR5A2 inv ag 26, NCOA1 inh 6 and COUP-TFII inh 58*.
`CC(C)CCN(C(=O)CCCSc1nc2ccccc2[nH]1)c1c(N)n(Cc2ccccc2)c(=O)[nH]c1=O` gave NOD2-RIPK2 inh 4, ABHD5 PLIN5 PPI -2, MC4R antag cAMP 0, LMP1 NFkB inh -7, TLR9-MyD88 inh 1, MC4R ag barr -1.7, NCOA2 inhibitor 13, NCOA3 inh 15, NR5A2 inv ag -4, NCOA1 inh -9 and COUP-TFII inh -4.
`CCc1nn(CCCC(=O)NCc2ccco2)c(=O)c2cc3occc3n12` gave NOD2-RIPK2 inh 8, ABHD5 PLIN5 PPI 1, MC4R antag cAMP -7, LMP1 NFkB inh 5, TLR9-MyD88 inh 8, MC4R ag barr -2.7, NCOA2 inhibitor -6, NCOA3 inh 2, NR5A2 inv ag 9, NCOA1 inh 7 and COUP-TFII inh -5.
Screening Cc1ccc(NC(=O)CCN2C(=O)CSC2=O)c(C)c1 returned NOD2-RIPK2 inh -8, ABHD5 PLIN5 PPI -3, MC4R antag cAMP 0, LMP1 NFkB inh 10, TLR9-MyD88 inh 1, MC4R ag barr -2.0, NCOA2 inhibitor -37, NCOA3 inh -15, NR5A2 inv ag 0, NCOA1 inh -11 and COUP-TFII inh -4.
Screening O=c1ccc2[n+]([O-])c3ccc(O)cc3oc-2c1 returned NOD2-RIPK2 inh -1, ABHD5 PLIN5 PPI 7, MC4R antag cAMP 1, LMP1 NFkB inh -3, TLR9-MyD88 inh -4, MC4R ag barr -0.7, NCOA2 inhibitor 1, NCOA3 inh 22, NR5A2 inv ag -4, NCOA1 inh -13 and COUP-TFII inh 22.
`O=C(COC(=O)c1ccc2c(c1)OCO2)Nc1ccccc1` gave NOD2-RIPK2 inh -15, ABHD5 PLIN5 PPI 2, MC4R antag cAMP -3, LMP1 NFkB inh -6, TLR9-MyD88 inh -7, MC4R ag barr -1.0, NCOA2 inhibitor 11, NCOA3 inh 10, NR5A2 inv ag 5, NCOA1 inh -11 and COUP-TFII inh 2.
For CCCCC(=O)N(C)c1c(CC)nc2c(OCCC)cccn12 the results were NOD2-RIPK2 inh 0, ABHD5 PLIN5 PPI 0, MC4R antag cAMP 0, MC4R ag barr -2.0, NCOA2 inhibitor 14, NCOA3 inh 14, NR5A2 inv ag 7, NCOA1 inh -13 and COUP-TFII inh 12.
`COc1cc(NC(=O)Cn2cnc3c(SC)nc(N)nc32)cc(OC)c1OC` gave NOD2-RIPK2 inh -5, ABHD5 PLIN5 PPI -4, MC4R antag cAMP 15, LMP1 NFkB inh 2, TLR9-MyD88 inh -1, MC4R ag barr -0.7, NCOA2 inhibitor -29, NCOA3 inh -3, NR5A2 inv ag -25, NCOA1 inh 1 and COUP-TFII inh -2.
Cc1cc(Cl)ccc1NC(=O)CCC(=O)O was read as NOD2-RIPK2 inh 1, ABHD5 PLIN5 PPI -5, MC4R antag cAMP 13, LMP1 NFkB inh -3, TLR9-MyD88 inh -2, MC4R ag barr -2.8, NCOA2 inhibitor -18, NCOA3 inh 3, NR5A2 inv ag -4, NCOA1 inh -14 and COUP-TFII inh 9.
For COc1cc(/C=N/n2c(-c3ccc4c(c3)NC(=O)CO4)csc2=Nc2cccc(C)c2)ccc1O the results were NOD2-RIPK2 inh -6, ABHD5 PLIN5 PPI 13, MC4R antag cAMP 18, LMP1 NFkB inh -6, TLR9-MyD88 inh -5, MC4R ag barr -3.9, NCOA2 inhibitor 2, NCOA3 inh 0, NR5A2 inv ag -6, NCOA1 inh -9 and COUP-TFII inh -17.
Screening COc1ccc2nc(NC(=O)c3cccc(S(=O)(=O)N4CCOCC4)c3)sc2c1 returned NOD2-RIPK2 inh -4, ABHD5 PLIN5 PPI -5, MC4R antag cAMP 8, LMP1 NFkB inh -2, TLR9-MyD88 inh -5, MC4R ag barr -1.6, NCOA2 inhibitor 8, NCOA3 inh 1, NR5A2 inv ag 10, NCOA1 inh -19 and COUP-TFII inh 16.
For CCC(=O)N(CCc1ccccc1)Cc1cc2cccc(C)c2[nH]c1=O the results were NOD2-RIPK2 inh 6, ABHD5 PLIN5 PPI -4, MC4R antag cAMP -2, LMP1 NFkB inh -4, TLR9-MyD88 inh -9, MC4R ag barr 1.0, NCOA2 inhibitor -20, NCOA3 inh 9, NR5A2 inv ag 9, NCOA1 inh -4 and COUP-TFII inh 5.
Screening CC(Sc1nc2cc(Cl)ccc2s1)C(=O)Nc1cccc(S(=O)(=O)N2CCOCC2)c1 (configuration not stated) returned NOD2-RIPK2 inh 3, ABHD5 PLIN5 PPI 6, MC4R antag cAMP 5, LMP1 NFkB inh 6, TLR9-MyD88 inh -10, MC4R ag barr 4.7, NCOA2 inhibitor 8, NCOA3 inh 9, NR5A2 inv ag 21, NCOA1 inh 9 and COUP-TFII inh 26.
COCCn1c(SCC(=O)Nc2ccccc2)nc2c(oc3ccccc32)c1=O was read as NOD2-RIPK2 inh 3, ABHD5 PLIN5 PPI -1, MC4R antag cAMP 6, LMP1 NFkB inh 3, TLR9-MyD88 inh -9, MC4R ag barr -0.9, NCOA2 inhibitor -11, NCOA3 inh 13, NR5A2 inv ag -4, NCOA1 inh 10 and COUP-TFII inh 13.

Screening data (PubChem)

Not all compounds are listed; rates above refer to the full screens.
